Assay outcomes as filed in PubChem.
Yeast growth inh = yeast BB579 growth reduction in restrictive medium; S. cerevisiae BB579 growth, OD615, 48 h; inhibition, % at 10 µM; 0.51% of 140,000 active; AID 804;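 active means inhibition above a set limit, 3 SD over the mean compound inhibition, cut at about 44% in these data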; further: inactives centre near -24
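Detection: OD615 turbidity measurement; Material: Saccharomyces cerevisiae DeaD strain BB579, replicative lifespan model yeast; Timing: 48 h exposure, 30 °C; Doses: single 10 µM dose; Medium: CSMM-D restrictive synthetic medium containing dextrose (glucose); Controls: amphotericin B at 10 µg/mL as positive control.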
PTEN del growth = PTEN-deleted cell growth suppression | HCT116 PTEN-null viability, CellTiter-Glo, 60 h; active compounds read low | viability, % at 10 µM | 1.2% of 140,000 active | AID 827;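 active means viability at or below a set limit, 4 SD under the median of all tested compounds, cut at about 3.7% in these data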;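 further: PTEN knockout HCT116 line with beta catenin targeted HCT116 as companion control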
Measles CPE = protection of cells from measles virus. 1.5% of 140,000 active. protection (pct of control), % at 4 µM. Measles virus-infected cells, CPE protection, absorbance; in the data active means protection mostly above about 24%, no sharp cut-off; inactive means mostly below about 26%; further: some compounds called inactive have numbers as strong as hits
GALR2 blocker = GALR2 (human) receptor antagonism | GALR2-expressing cells, antagonist mode | AID 828 | O43603 | 0.39% of 140,000 active | inhibition, % at 4 µM; in the data active means inhibition above about 27%;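 further: cells stimulated with galanin 1-16 at roughly its EC80; 0% = agonist challenge control and 100% = basal control without agonist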
Target sequence (O43603 whole entry, looked up): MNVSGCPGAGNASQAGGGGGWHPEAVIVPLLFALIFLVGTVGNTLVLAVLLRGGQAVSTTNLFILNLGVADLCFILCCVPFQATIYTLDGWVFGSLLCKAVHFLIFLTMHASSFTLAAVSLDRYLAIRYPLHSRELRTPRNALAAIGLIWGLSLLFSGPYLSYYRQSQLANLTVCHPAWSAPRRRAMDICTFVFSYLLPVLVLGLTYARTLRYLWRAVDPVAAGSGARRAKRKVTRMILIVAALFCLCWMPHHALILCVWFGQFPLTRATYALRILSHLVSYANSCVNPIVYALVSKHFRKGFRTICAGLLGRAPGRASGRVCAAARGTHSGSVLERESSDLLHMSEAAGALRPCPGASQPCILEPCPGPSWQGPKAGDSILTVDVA
NPY Y2 blocker = antagonists of human neuropeptide Y receptor Y2. P49146. NPY-Y2 expressing cells, antagonist mode. inhibition, % at 2.7 µM. 0.99% of 140,000 active. AID 793; in the data active means inhibition above about 17%;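 further: 0% = vehicle with agonist challenge and 100% = reference antagonist with challenge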
Target sequence (P49146 whole entry, looked up): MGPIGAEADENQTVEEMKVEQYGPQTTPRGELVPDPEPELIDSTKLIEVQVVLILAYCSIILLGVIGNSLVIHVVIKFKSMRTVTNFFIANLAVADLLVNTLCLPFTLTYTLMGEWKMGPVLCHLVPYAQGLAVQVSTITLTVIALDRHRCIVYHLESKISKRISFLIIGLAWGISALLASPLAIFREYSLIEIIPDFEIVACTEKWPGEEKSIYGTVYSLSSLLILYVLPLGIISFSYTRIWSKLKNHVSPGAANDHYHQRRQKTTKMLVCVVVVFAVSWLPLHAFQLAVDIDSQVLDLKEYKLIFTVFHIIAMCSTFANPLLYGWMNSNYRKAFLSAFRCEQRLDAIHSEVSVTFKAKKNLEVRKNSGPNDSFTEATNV
MRP1 act = activators of MRP-1 | 0.61% of 140,000 active | viability increase, % at 10 µM | H69AR cells + doxorubicin, viability rescue, CellTiter-Glo | AID 799;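 active means viability gain under doxorubicin at or above a set limit, the compound median plus 3 SD, cut at about 4.7% in these data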;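 further: MRP-1 overexpressing cells given doxorubicin 25 µM after compound pretreatment; 18-22 h compound pretreatment then 72 h with doxorubicin before readout; 0% = doxorubicin-only wells and 100% = vehicle-treated cells without doxorubicin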
Phagocytosis inh = inhibitors of macrophage phagocytosis; J774A.1 macrophage IgG-bead phagocytosis, imaging; 0.07% of 110,000 active; inhibition, % at 5 µM;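 active means inhibition above the mean of the plate negative controls plus 5 SD, cut at about 13% in these data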;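 further: phagocytic index as fraction of beads internalized from green versus red external bead signal; plate controls were DMSO negative control for no effect and cytochalasin-D positive control for full effect; some results beyond the cut were filed as inactive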
E-sel TNF inh = TNF alpha driven E-selectin expression inhibition; HUVEC TNFa-induced E-selectin immunofluorescence, high content; 0.71% of 120,000 active; inhibition, % at 2 µM; AID 1246;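 active means inhibition above the batch mean plus 3 SD, and confirmed as a hit on visual image review, cut at about 43% in these data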;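 further: 0% = TNF-stimulated DMSO wells and 100% = unstimulated control wells; not every result past the cut was called active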
Yeast life ext = extends the lifespan of yeast; S. cerevisiae growth with nicotinamide, OD615; deaD strain in restrictive glucose medium; inhibition of the nicotinamide effect, % at 10 µM; 0.68% of 130,000 active; AID 775;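 active means inhibition above a set limit, placed 3 SD over the median of all compounds, cut at about 26% in these data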;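 further: 0% = nicotinamide-treated wells and 100% = cells grown without nicotinamide; some compounds called inactive have numbers as strong as hits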
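Measured by: optical density (absorbance) at 615 nm; System: modified budding yeast, DeaD strain; Medium: restrictive CSMM-D dextrose medium; Timing: 4 h preincubation then 48 h treatment at 30 °C.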
HCT116 bCat-KO = beta-catenin-lacking colon tumor cell growth suppression. HCT116 beta-catenin knockout viability, CellTiter-Glo, 60 h; active compounds read low. viability, % at 10 µM. 1.5% of 140,000 active. AID 818;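 active means viability at or under a set limit, the compound median less 4 SD, cut at about 6% in these data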;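 further: 0% = Hyamine 1622 control at 20 µM and 100% = untreated cell control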
The depositor's hits bear a star; x = no result given; & = joins results of further samples.

SMILES | Yeast growth inh | PTEN del growth | Measles CPE | GALR2 blocker | NPY Y2 blocker | MRP1 act | Phagocytosis inh | E-sel TNF inh | Yeast life ext | HCT116 bCat-KO
COc1ccc(-n2c(C)cc(-c3csc(N)n3)c2C)cc1 | -60 | 46 | 15 | 0 | 0 | -3.4 | 9 | x | -4 | 70
CCOc1ccc2nc(N3CCC(C(=O)N4CCN(C(=O)c5ccco5)CC4)CC3)sc2c1 | -4 | 81 | 25 | 2 | 4 | -3.1 | -1 | -39 | -10 | 80
COC(=O)c1c(C(=O)OC)c(C)n(Cc2ccco2)c1C | -45 | 95 | 9 | -9 | 4 | -2.2 | -2 | 1 | -2 | 89
Cc1nn(C)c(C)c1S(=O)(=O)N(CC(=O)NCc1cccs1)c1ccc(C(C)C)cc1 | -24 | 89 | 13 | -8 | 0 | -3.2 | x | -4 | -4 | 95
c1ccc(COc2cccc(CNCc3cccs3)c2)cc1 | 17 | 99 | 5 | 3 | 9 | -2.2 | -8 | 1 | 1 | 98
CCN(CC)c1nc(=S)nc(NC(C)(C)C)[nH]1 | -41 | 95 | 7 | -3 | 2 | -2.7 | x | -81 | -17 | 98
Cc1nn(CC(=O)N2CCOCC2)c(=O)c2ccccc12 | -1 | 82 | 9 | -23 | -1 | -1.5 | -1 | x | -8 | 87
O=[N+]([O-])c1ccc(Cl)cc1Sc1ccccn1 | 11 | 93 | 6 | 1 | 1 | -0.1 | 2 | 1 | -8 | 92
CCOc1ccc(C(=O)N(C)C2CCS(=O)(=O)C2)cc1 (centres undefined) | -18 | 102 | 12 | -6 | 0 | 0.1 | -1 | x | 0 | 103
COc1ccc(Cc2nnc(SCC(=O)NCCc3ccccc3)o2)cc1 | -6 | 83 | 5 | 8 | 4 | -3.6 | 0 | -37 | -14 | 101
CC1=C(C(=O)OC2CCCCC2)C(c2cccs2)n2c(nc3ccccc32)N1 (centres undefined) | -40 | 69 | 8 | 0 | 2 | -2.4 | -2 | -18 | -2 | 67
Cn1c(=O)c(C(=O)COC(=O)c2cc(-c3ccccc3)nc3ccccc23)c(N)n(Cc2ccccc2)c1=O | -37 | 75 | 25* | -17 | -4 | -0.4 | x | x | 8 | 75
O=C1CC(c2ccc3c(c2)OCO3)c2cc3c(cc2N1)OCCO3 (centres undefined) | -52 | 92 | 22 | 7 | 7 | -0.8 | 1 | -4 | -8 | 83
CSc1ccc(CNCCCN(C)C)cc1 | -23 | 92 | 15 | -1 | 6 | -1.3 | -3 | x | 1 | 89
CCOC(=O)c1cc2c(=O)n3ccccc3nc2n(CCCOC)c1=NC(C)=O | -30 | 99 | 5 | -14 | 21* | -1.5 | x | -12 | 11 | 104
Cc1ccc(CNC(=O)CS(=O)(=O)CC(=O)O)cc1 | -42 | 109 | 6 | -12 | 4 | 0.0 | -1 | -19 | -2 | 100
CCc1cccc2c(C(=O)COC(=O)c3nn(C)c(=O)c4ccccc34)c[nH]c12 | -68 | 91 | 7 | 0 | 2 | 0.4 | -2 | 8 | -10 | 101
O=C(Nc1ccccc1C(=O)O)c1ccccc1 | -5 | 103 | 4 | 2 | 3 | -0.5 | 0 | -33 | 5 | 95
Cn1c(=O)c2c(SCc3cccnc3)nc(C3CC3)nc2n(C)c1=O | -40 | 84 | 20 | 1 | 5 | 0.3 | 0 | x | -6 | 85
CCOC(=O)C1CCCCN1Cc1ccc(OC)c(OC)c1OC (centres undefined) | -17 | 96 | 12 | -1 | 11 | -1.9 | 0 | x | -8 | 91
CCCn1c(SCC(=O)c2cc(C)ccc2C)n[nH]c1=O | -19 | 92&85 | 4 | -7 | 11 | 0.1 | 0 | 7 | -12 | 103
CCC(C(=O)O/N=C(\N)c1ccccc1)c1ccccc1 (centres undefined) | -43 | 93 | 2 | -2 | 6 | -2.2 | -2 | -17 | -14 | 85
O=C(CN1CCCCCC1)N/N=C/c1cccc(Cl)c1Cl | -20 | 94 | 11 | 5 | 5 | -0.4 | -5 | x | 8 | 89
CCn1c2ccccc2c2cc(NC(=O)CSc3nnc(-c4cccc(C)c4)o3)ccc21 | -80 | 26 | 12 | 6 | 1 | -2.1 | -1 | -29 | -14 | 25
CCc1cc2c(NCC3CCCO3)nc(C)nc2s1 (centres undefined) | -35 | 95 | 11 | 8 | 4 | -2.5 | x | 4 | x | 100
Cc1ccccc1CSCC(Nc1ccc(C(=O)O)cc1[N+](=O)[O-])C(=O)O (centres undefined) | 3 | 78 | 14 | -8 | 6 | 0.5 | x | 7 | -11 | 62
CCOC(=O)c1ccc(N2C(=O)c3n[nH]c(C)c3C2c2ccc(O)cc2)cc1 (centres undefined) | -42 | 110 | 3 | -2 | 2 | -1.6 | -1 | x | -8 | 103
Cc1cccc(C(=O)N/N=C/c2ccc3c(c2)OCO3)n1 | -29 | 97 | 3 | 4 | 4 | 0.5 | x | 11 | -15 | 105
COc1cc(N=CC2=C(O)c3ccccc3C2=O)cc(OC)c1 | -33 | 83 | 19 | 4 | 4 | 1.4 | -8 | x | -5 | 85
CCOC(=O)C1=C(C)NC(=O)NC1C1CC=CCC1 (centres undefined) | -54 | 94 | 21 | 4 | 2 | -1.0 | -1 | 9 | -9 | 90
Cc1cccc(NCc2nc(-c3ccccc3)no2)c1 | 9 | 112 | 6 | -3 | 1 | 1.9 | x | -3 | -9 | 103
O=C(CN1CCc2ccccc2C1)Nc1cc(S(=O)(=O)N2CCOCC2)ccc1N1CCCC1 | -51 | 75 | 15 | -15 | 0 | -2.2 | -3 | x | 3 | 81
COc1cc(/C=C/C(=O)OCC(=O)N2CC3(C)CC2CC(C)(C)C3)ccc1O (centres undefined) | -24 | 80 | 4 | 0 | 0 | -2.9 | -4 | x | -3 | 76
Cn1cccc1Cc1nnc(SCC(=O)Nc2ccc(Cl)cc2)n1-c1ccc(F)cc1 | -48 | 13 | 8 | 2 | -4 | -4.4 | 0 | 4 | -7 | 21
CCCCNS(=O)(=O)c1ccc(S(=O)(=O)N2CCC3(CC2)OCCO3)cc1 | -7 | 98 | 17 | -6 | 1 | -2.0 | 0 | x | 6 | 87
Cc1sc2nc(C)n(/N=C/c3ccc(O)cc3)c(=O)c2c1C | -23 | 96 | 10 | -11 | 0 | -1.1 | 0 | -8 | -19 | 91
CSc1nc(/C=C2\C=Nc3ccccc32)c(O)n1C | 3 | 84 | 18 | 13 | 2 | -4.5 | -4 | x | -7 | 77
CC(C)CNS(=O)(=O)c1ccc(CCC(=O)NCC2CCCO2)cc1 (centres undefined) | -40 | 92 | 9 | 0 | 2 | -1.0 | -2 | -7 | -2 | 93
Cc1occc1C(=O)N/N=C/c1cccnc1 | -23 | 90 | 10 | -9 | -2 | -3.5 | x | x | -13 | 89
CCOc1cc(-c2cn(S(=O)(=O)c3cccc4nsnc34)nc2N)cc(OCC)c1OCC | 15 | 75 | 3 | -4 | 4 | -1.5 | -2 | x | -6 | 88
CCOC(=O)C1=C(CNC2CCCCC2)NC(=O)NC1c1cc(C)ccc1C (centres undefined) | -36 | 79 | 7 | 2 | 9 | -1.5 | 2 | -3 | 1 | 78
O=C1Nc2ccccc2C12OCC(COc1ccc(Cl)cc1)O2 (centres undefined) | -44 | 61 | 7 | -6 | 2 | 1.3 | -1 | -7 | -14 | 73
COCCCNc1nc2c(c(=O)[nH]c(=O)n2C)n1CC(O)COc1ccccc1C (centres undefined) | -18 | 87 | 4 | 2 | 8 | -1.9 | -1 | -14 | -11 | 90
COC(=O)c1ccc(Oc2cc(C)nc(-n3nc(C)cc3C)n2)cc1 | -17 | 17 | 11 | 16 | 10 | -2.9 | x | -12 | -9 | 17
O=[N+]([O-])c1cccc(S(=O)(=O)N2CCC(c3nc(-c4ccncc4)no3)CC2)c1 | -31 | 102 | 28 | -2 | 0 | -1.5 | -1 | x | -8 | 106

Whole records, quoted from the list. Values in the order: Yeast growth inh, PTEN del growth, Measles CPE, GALR2 blocker, NPY Y2 blocker, MRP1 act, Phagocytosis inh, E-sel TNF inh, Yeast life ext, HCT116 bCat-KO
O=C1Nc2ccccc2C12OCC(COc1ccc(Cl)cc1)O2 (centres undefined) across the screens: -44, 61, 7, -6, 2, 1.3, -1, -7, -14, 73
Cc1cccc(NCc2nc(-c3ccccc3)no2)c1 across the screens: 9, 112, 6, -3, 1, 1.9, x, -3, -9, 103
CSc1nc(/C=C2\C=Nc3ccccc32)c(O)n1C across the screens: 3, 84, 18, 13, 2, -4.5, -4, x, -7, 77

Next compounds
SMILES | Yeast growth inh | PTEN del growth | Measles CPE | GALR2 blocker | NPY Y2 blocker | MRP1 act | Phagocytosis inh | E-sel TNF inh | Yeast life ext | HCT116 bCat-KO
CN(c1cccc(NC(=O)CN(c2ccc(C34CC5CC(CC(C5)C3)C4)cc2)S(C)(=O)=O)c1)S(C)(=O)=O | -27 | 2.0* | 4 | -23 | 2 | -5.1 | -1 | -35 | 0 | 1.9*
O=C(COC(=O)C1CC(O)CN1C(=O)Oc1ccccc1)c1ccc(Br)cc1 (centres undefined) | -43 | 97 | 6 | 2 | 5 | -0.5 | -5 | 5 | -2 | 89
COc1cccc(C(=O)NC(Cc2ccccc2)c2ccc3c(c2)OCCCO3)c1 (centres undefined) | -11 | 68 | 10 | -4 | 4 | -2.3 | -1 | 11 | -12 | 72
Cc1cc(NC(=O)c2ccc(COc3ccc(Cl)c(C)c3)o2)no1 | -26 | 113 | 6 | -1 | 3 | 0.1 | -1 | -17 | -11 | 95
CC1(C)CC(N(Cc2cccs2)C(=O)c2ccco2)CCO1 (centres undefined) | -11 | 105 | 2 | 13 | 0 | -0.8 | x | -36 | -7 | 103
CCN(CC)S(=O)(=O)c1cc(NC(=O)CCCOc2ccc(C(C)=O)cc2)ccc1C | -33 | 53 | 8 | 5 | 7 | -2.3 | x | -36 | 2 | 51
CCCCS(=O)CC(COCc1ccccc1)OC(=O)CSc1nc(C)cc(C)n1 (centres undefined) | -42 | 96 | 5 | -1 | 0 | -0.3 | -1 | x | -17 | 96
COC(=O)c1scc(C)c1N/N=C(\C)c1ccc(F)cc1F | -51 | 79 | 4 | -11 | 4 | -0.6 | 0 | 11 | -3 | 71
CC(=O)CSc1ncnc2nc[nH]c12 | 13 | 53 | 10 | -5 | 1 | -4.5 | -1 | 25 | -9 | 56
CCC1CCCCN1CCCNC(=O)C1CCC(=O)N1Cc1ccc(C)cc1 (centres undefined) | -26 | 76 | 6 | 0 | 2 | -2.0 | -3 | x | -29 | 89
CCN(CC)C(=O)C1CCCN(Cc2ccc(OC)c(C)c2)C1 (centres undefined) | -10 | 90 | 19 | 0 | 3 | -1.7 | 0 | -11 | -15 | 88
CCOc1ccc(OCC)c(NC(=O)CN(C)S(=O)(=O)c2ccc3nc(C)sc3c2)c1 | -29 | 83 | 6 | 3 | 2 | -2.6 | -4 | -12 | 13 | 90
COc1ccc(CCNC(=O)c2ccco2)cc1 | -10 | 107 | 13 | 1 | 3 | -0.4 | 0 | -13 | -28 | 101
O=C(c1ccccc1F)N1CCN(CC2CC3C=CC2C3)CC1 (centres undefined) | -13 | 97 | 9 | -6 | 1 | -2.8 | 1 | x | -18 | 94
